Platelet DG rel: modulates dense granule release in human platelets; human platelet-rich plasma, SFLLRN dense granule ATP release, luminescence; inhibition, %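 (compounds screened at 7.5 µM in platelet-rich plasma)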; 300,000 tested, 0.22% active; AID 1663;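 active = mean replicate score, as percent of positive control, at or above 50; inconclusive = mean below 50 but at least one replicate at or above 50; inactive = mean and every replicate below 50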
MrgX1 ag: activates human MrgX1 receptor signaling; MrgX1-HEK293 cells, Fluo-4 calcium fluorescence, agonist mode; hits give high values; B-score at 10 µM; 310,000 tested, 0.44% active;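 active = calcium response B-score plate-corrected fluorescence ratio at least 3 library SD, with starting fluorescence B-score inside 5 SD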
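Test system: Stable human MrgX1 HEK293 cell line | Schedule: Overnight plating before 1 h dye loading | Read-out basis: Baseline-normalised fluorescence change ratio, B-scored | Detection: Kinetic calcium dye fluorescence, Fluo-4 NW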
RGS4 act: RGS4 potentiation or activation. B-score at 10 µM. 310,000 tested, 0.92% active. AID 463111. HEK293 M3R/inducible RGS4, carbachol calcium flux Fluo4; hits give low values;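 active = B-score of the integrated calcium signal more than 4 SD below the library mean, with starting fluorescence not abnormally high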;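 note: negative B-score means reduced calcium response which marks RGS4 activation or potentiation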
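Assay system: Inducible-RGS4 HEK293 cells carrying M3 receptor | Schedule: Compound preincubation 20 min at room temperature before agonist | Signal: Kinetic calcium fluorescence imaging with Fluo4-AM dye, 2 µM | Read-out basis: B score from integrated fluorescence ratio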
HIF activator: HIF pathway transcriptional activation; activation, % at 7.5 µM (by protocol); 300,000 tested, 0.32% active; U2OS HRE-luciferase reporter, luminescence; normalized: DMSO 0%, desferrioxamine 100%;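 active = mean activation of at least 10% of the iron chelator positive control signal, with at least half of replicates also reaching 10%; inconclusive = mean and replicate majority disagree about reaching 10%; inactive = mean and most replicates under 10%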
TRPC6 act: activates the mouse TRPC6 cation channel; HEK293-TRPC6 membrane potential dye fluorescence; hits give high values; 310,000 tested, 0.13% active; B-score at 10 µM; AID 2550;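 active = B-score of the integrated fluorescence ratio above library mean plus 3 SD, and starting fluorescence ratio within library mean plus 5 SD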;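 note: higher score means more depolarization so channel activation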
SKKanGAS inh: blocks kanamycin growth of S. pyogenes SKKanGAS strain | BacTiter-Glo, 6 h | inhibition, % at 7.5 µM | 300,000 tested, 1.3% active | AID 1662;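 active = mean replicate score, as percent of positive control median, at least 50; inconclusive = mean below 50 but one replicate at or above 50; inactive = mean and every replicate below 50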;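 note: strain carries kanamycin resistance gene driven by streptokinase promoter and grows in 40 µg/ml kanamycin; loss of luminescence reflects streptokinase promoter inhibition or plain growth inhibition; 0% = median of DMSO wells and 100% = positive control at its reference dose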
MrgX1 PAM: human MrgX1 positive allosteric modulation, primary screen | MrgX1-HEK293, Fluo-4 calcium flux, FDSS; hits give high values | B-score at 10 µM | 310,000 tested, 0.63% active | AID 588675;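 active = plate-corrected calcium response at least 3 library SD above typical, normal starting fluorescence, not activating the receptor alone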;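 note: compound read alongside a low EC10 to EC30 dose of BAM8-22 agonist; peak minus trough fluorescence over baseline measured at the second addition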
TRPC4 inh: blocks the mouse TRPC4 cation channel. HEK293 TRPC4beta/mu-opioid, DAMGO-evoked Fluo4 calcium flux; hits give low values. B-score at 10 µM. 300,000 tested, 0.39% active;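 active = B-score over 3 SD under the library average, no early fluorescence shift, positive overall ratio signal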
Target sequence (Q9QUQ5 whole entry, looked up): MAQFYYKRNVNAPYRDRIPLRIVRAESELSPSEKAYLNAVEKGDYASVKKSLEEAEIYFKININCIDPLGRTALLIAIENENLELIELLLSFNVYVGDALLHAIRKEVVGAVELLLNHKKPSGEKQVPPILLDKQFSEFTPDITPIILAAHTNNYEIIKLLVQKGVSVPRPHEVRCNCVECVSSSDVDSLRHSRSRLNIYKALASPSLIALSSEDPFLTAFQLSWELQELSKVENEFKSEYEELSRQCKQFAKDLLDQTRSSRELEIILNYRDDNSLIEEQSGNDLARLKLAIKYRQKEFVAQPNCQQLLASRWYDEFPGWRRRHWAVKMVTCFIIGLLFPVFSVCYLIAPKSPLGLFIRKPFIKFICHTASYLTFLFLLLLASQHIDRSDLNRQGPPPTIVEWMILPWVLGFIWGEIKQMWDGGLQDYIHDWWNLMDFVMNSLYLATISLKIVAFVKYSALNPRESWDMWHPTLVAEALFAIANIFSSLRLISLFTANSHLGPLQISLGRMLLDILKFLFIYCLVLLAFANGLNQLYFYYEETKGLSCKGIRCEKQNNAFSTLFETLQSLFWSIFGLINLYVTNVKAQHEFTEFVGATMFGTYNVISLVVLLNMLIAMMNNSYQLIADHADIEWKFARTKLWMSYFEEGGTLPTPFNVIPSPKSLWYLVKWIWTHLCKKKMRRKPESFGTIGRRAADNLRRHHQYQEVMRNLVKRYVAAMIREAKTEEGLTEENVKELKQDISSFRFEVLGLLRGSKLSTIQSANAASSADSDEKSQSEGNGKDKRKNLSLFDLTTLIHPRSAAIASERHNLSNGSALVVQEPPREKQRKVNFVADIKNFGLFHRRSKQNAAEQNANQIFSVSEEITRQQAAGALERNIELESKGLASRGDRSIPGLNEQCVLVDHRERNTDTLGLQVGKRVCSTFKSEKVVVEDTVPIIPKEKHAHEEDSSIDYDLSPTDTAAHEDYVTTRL
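Assay system: HEK293 cells with stable TRPC4beta plus mu-opioid receptor expression; Probe or stimulus: DAMGO in two steps, submaximal then maximal; Dosing: single-point compound dosing; Measured by: Fluo4 calcium-dye fluorescence, kinetic read; Read-out basis: B score from integrated Fluo4 fluorescence ratio.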
MrgX1 antag: blocks BAM8-22 activation of human MrgX1 receptor; AID 588676; 310,000 tested, 1.3% active; MRGX1-HEK293 calcium flux, Fluo-4, BAM8-22 antagonism; hits give low values; B-score at 10 µM; Q96LB2;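 active = calcium-response B-score plate-corrected more than 3 library SD below zero, starting fluorescence within 5 deviations, no agonist response on first addition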;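 note: peak minus trough fluorescence over baseline after final BAM8-22 challenge near maximal dose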
RGS4 block: inhibitors of human RGS4 | P49798 | HEK293 M3R/RGS4 inducible, Fluo-4 calcium flux; hits give high values; triggered by carbachol at its EC20 | B-score at 10 µM | 310,000 tested, 0.45% active;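 active = B-score, a plate-corrected calcium signal, over three deviations above library mean, with baseline fluorescence within five deviations of library mean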;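 note: RGS4 expression induced by doxycycline in cells with stable M3 receptor; B-score is computed from the integrated fluorescence ratio over baseline after carbachol; higher B-score means a larger calcium signal and so more RGS4 inhibition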
TRPC6 inh: blocks the mouse TRPC6 cation channel | 310,000 tested, 1.1% active | Q61143 | AID 2553 | HEK293-TRPC6, membrane potential dye, ACh-evoked depolarization; hits give low values | B-score at 10 µM;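 active = B-score under library mean minus 3 SD, initial fluorescence not abnormally high, positive integrated signal ratio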;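 note: B-score derived from integrated fluorescence ratio over the kinetic read; more negative B-score means stronger inhibition of depolarization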
Active calls of the source: *; i = inactive; ? = inconclusive; . = not tested or not shown.

Molecule	TRPC6 act	TRPC4 inh	SKKanGAS inh	MrgX1 PAM	HIF activator	RGS4 act	MrgX1 antag	MrgX1 ag	RGS4 block	TRPC6 inh	Platelet DG rel
Cc1cc(C)c2c(N)c(C(=O)NN)sc2n1	i	i	-0.4	i	-0.6	i	i	i	i	i	1.3
O=C(NC(Cc1c[nH]c2ccccc12)C(=O)N/N=C/c1cccc2ccccc12)c1cccs1 (centres undefined)	i	i	60.3*	i	-0.4	i	i	i	i	i	6.5
COc1ccccc1NC(=O)CSc1nnc(CNC(=O)COc2ccc(Cl)cc2)o1	i	i	-8.2	i	-1.1	i	i	i	i	i	-4.5
CCc1ccccc1N(C)C(=O)CCc1nc(-c2ccc(C)cc2)no1	i	i	1.2	i	0.3	i	i	i	i	i	10.1
Cc1ccc(NC(=O)COC(=O)CSCC(=O)Nc2cc(C)on2)c(C)c1	i	i	-11.8	i	0.2	i	i	i	i	i	14.4
COCCn1c(C(F)(F)F)ccc(NC(=O)c2ccccc2)c1=O	i	i	0.4	i	2.8	i	i	i	i	i	-1.8
COc1cccc(C(=O)NC(=S)Nc2ccc(Cl)c(C(=O)O)c2)c1	i	i	-1.9	i	.	i	i	i	i	i	.
COc1ccc2oc(C(=O)Nc3nccs3)c(C)c2c1	i	i	-2.6	i	0.7	i	i	i	i	i	-18.5
CC(=O)Oc1ccc(/C=C2\N=C(C3CCCCC3)OC2=O)cc1	i	i	-2.8	i	0.2	i	i	i	i	i	-2.6
CC(Sc1nc2ccccc2s1)C(=O)N(C)Cc1ccccc1 (centres undefined)	i	i	3.9	i	0.0	i	i	i	i	i	-2.1
CCC(C)n1c(=N)c(C#N)cc2c(=O)n3cccc(C)c3nc21 (centres undefined)	i	i	-2.9	i	-0.8	i	i	i	i	i	4.3
CC(C)(C)c1cc(NC(=O)CCSc2nnc3ccccn23)cc(C(C)(C)C)c1	i	i	-3.5	i	-0.1	i	i	i	i	i	-1.1
Cc1ccc(C)c(/C(O)=C2\C(=O)C(=O)N(Cc3cccnc3)C2c2cccnc2)c1 (centres undefined)	i	i	1.5	i	-1.9	i	i	i	i	i	3.5
O=C(Nc1ccccc1C(=O)O)c1ccc(CN2C(=O)c3ccccc3C2=O)cc1	i	i	21.0	i	0.5	i	i	i	i	i	8.8
Cc1ccc2c(C)c(C(=O)Nc3ccc(S(N)(=O)=O)cc3)oc2c1C	i	i	-12.7	i	0.1	i	i	i	i	i	-8.0
CCOC(=O)N1CCN(c2nc3c(c(=O)[nH]c(=O)n3C)n2Cc2ccccc2Cl)CC1	i	i	1.2	.	-0.1	i	.	.	i	i	2.1
Cc1ccc(C)c(-c2csc(Nc3ncccn3)n2)c1	i	i	-0.2	i	-29.6	i	i	i	i	i	-9.5
COc1ccc(CN2CCCC(C(=O)N3CCc4ccccc4C3)C2)cc1OC (centres undefined)	i	i	-2.4	i	0.1	i	i	i	i	i	0.2
Cc1nn(-c2ccccc2)c(N2CCCC2)c1/C=N/NC(=S)Nc1cc(C(F)(F)F)ccc1Cl	i	i	7.1	i	0.6	i	i	i	i	i	7.9
O=C1CC(c2ccccc2)CC(O)=C1C=NC1CCCCC1 (centres undefined)	i	i	1.1	i	0.9	i	i	i	i	i	0.3
Cc1nnsc1S(=O)(=O)Cc1ccccc1Cl	i	i	-9.7	i	-0.1	i	i	i	i	i	-3.7
O=C(/C=C/c1ccco1)NC(=S)Nc1ccc(O)c(-c2nc3ccccc3s2)c1	i	i	4.3	i	0.1	i	i	i	i	i	6.8
Cc1cc(C)c2[nH]c(=O)c(C(c3nnnn3C(C)(C)C)N(Cc3ccco3)CC3CCCO3)cc2c1 (centres undefined)	i	i	5.4	i	0.0	i	i	i	i	i	-2.4
Cc1cc(OCCCC(=O)NCCc2ccccn2)ccc1Cl	i	i	-12.2	i	1.7	i	i	i	i	i	1.3
CCCCCCNCC1OCc2ccccc2CO1	i	i	-3.5	i	-0.7	i	i	i	i	i	-2.4
O=C(NC1CCCCC1)C(c1ccc(F)cc1)N(CCCN1CCOCC1)C(=O)c1ccc(CN2CCOCC2)o1 (centres undefined)	i	i	-0.1	i	-0.4	i	i	i	i	i	0.9
Cc1cnc(NC(=O)c2ccc(-c3nc4ccccc4s3)o2)s1	i	i	22.7	i	1.1	-9.68*	i	i	i	i	0.5
CN(CC(=O)Nc1cccc(F)c1)CC(=O)Nc1ccccc1Oc1ccccc1	i	i	2.1	i	2.8	i	i	i	i	i	-2.8
O=C(c1ccc(CSc2ccccc2)cc1)N1CCN(c2ccccc2)CC1	i	i	7.4	i	0.0	i	i	i	i	i	-0.8
CCc1[nH]c(=S)c(C#N)c(-c2ccccc2)c1C(=O)OC	i	i	10.7	i	-0.2	i	i	i	i	i	-1.6
CCc1ccc(NC(=O)CNCc2ccc(OC)c(OC)c2)cc1	i	i	-6.9	i	0.0	i	i	i	i	i	22.2
COc1cc2c(cc1OC)CN(C(=O)C1CCCN1S(=O)(=O)c1ccc(F)cc1)CC2 (centres undefined)	i	i	-11.0	i	0.2	i	i	i	i	i	-13.5
OCC1(CCOc2ccccc2)CCN(Cc2cc(Cl)ccc2O)CC1	i	i	1.4	i	-0.7	i	i	i	i	i	-4.5
O=C(O)Cc1csc(NC(=O)CSc2cccc(C(=O)O)n2)n1	i	i	-2.6	i	3.0	i	i	i	i	i	2.4
O=C(CCc1nc2ccccc2[nH]1)Nc1ccc(F)cc1	i	i	-3.7	i	0.3	i	i	i	i	i	-8.8
O=C(CNS(=O)(=O)c1ccccc1)N/N=C/c1ccccc1[N+](=O)[O-]	i	i	2.5	i	-0.3	i	i	i	i	i	-1.4
CCn1nnnc1NCc1c(OC)ccc2ccccc12	i	i	-0.5	i	0.2	i	i	i	i	i	-5.9
COc1ccc(C2=NN(C(=O)CN3CCCCC3)C(c3ccc(OC)cc3)C2)cc1 (centres undefined)	i	i	-2.1	i	-0.2	i	i	i	i	i	3.2
CN(CCO)C(=O)c1c(NC(=O)c2ccccc2)sc2c1CCCC2	i	i	6.3	i	-1.0	i	i	i	i	i	-7.5
N#CCCN(C(=O)COC(=O)CCc1c[nH]c2ccccc12)c1ccc(F)cc1	i	i	24.9	i	0.1	i	i	i	i	i	?
Cc1cc(N2C(=O)c3ccc(C(=O)Nc4ccc(CC(=O)O)cc4)cc3C2=O)no1	i	i	7.7	i	0.0	i	i	i	i	i	-9.1
COc1ccc(CNC(=O)CSc2nc3c(oc4ccccc43)c(=O)n2CC2CCCO2)cc1 (centres undefined)	i	i	-1.0	i	0.8	i	i	i	i	i	8.8
CS(=O)(=O)N1CCCC(C(=O)Nc2ccccc2)C1 (centres undefined)	i	i	4.0	i	0.3	i	i	i	i	i	-0.4
Cc1cccc(N2CCCn3c2nc2c3c(=O)[nH]c(=O)n2C)c1	i	i	1.5	i	0.8	i	i	i	i	i	-4.0
CCN(CC(=O)Nc1c(F)cccc1F)C(=O)CCc1nc2sc3c(c2c(=O)[nH]1)CCCC3	i	i	30.8	i	0.0	i	i	i	i	i	20.4
Cc1nnc(SCC(=O)NC2CCCC2)s1	i	i	-1.0	i	-0.7	i	i	i	i	i	4.8
O=C(CSc1ncnc2ccccc12)c1ccco1	i	i	2.4	i	4.6	i	i	i	i	i	3.6
Oc1ccc(N2CCN(c3ccnc4cc(Cl)ccc34)CC2)cc1	i	i	1.9	i	1.1	i	i	i	i	i	-1.1
COCCCNC(=O)c1nc2c(nnn2Cc2cc(C)ccc2C)c(=O)[nH]1	i	i	15.8	i	-0.4	i	i	i	i	i	4.7
CCCCC1=CC2=CC(=O)C(C)(OC(=O)c3cccs3)C(=O)C2=CO1 (centres undefined)	i	i	10.2	i	-0.6	i	i	i	i	i	-0.9
COc1ccccc1NC(=O)c1cc(N2C(=O)C3C4CCC(C4)C3C2=O)ccc1Cl (centres undefined)	i	i	-15.7	i	-0.2	i	i	i	i	i	-2.2
CC(=O)Nc1ccc2c(c1)ncn2C1CCCCC1	i	i	-2.0	i	0.4	i	i	i	i	i	8.8
COc1ccccc1CC(=O)Nc1ccc([N+](=O)[O-])cc1OC	i	i	-4.9	i	-0.2	i	i	i	i	i	-1.6
C=CCNC(=S)NNC(=O)C(CCC(C)C)CC(C)O (centres undefined)	i	i	-8.1	i	0.2	i	i	i	i	i	-32.8
CC(=O)c1cccc(NC(=O)CC2S/C(=N/N=C/c3cccs3)NC2=O)c1 (centres undefined)	i	i	-4.4	i	-0.4	i	i	i	i	i	-12.6
COc1ccccc1C1SCCN1C(=O)c1ccc([N+](=O)[O-])cc1 (centres undefined)	i	i	0.4	i	-0.1	i	i	i	i	-9.98*	-0.4
CC(O)CN(CCC(N)=O)CCC(N)=O (centres undefined)	i	i	0.6	i	-0.3	i	i	i	i	i	-3.1
Cc1ccc(NNC(=O)c2ccno2)cc1C	i	i	6.9	i	-0.6	-7.48*	i	i	i	i	-0.6
CCOC(=O)C1(Cc2cccc(OC)c2)CCCN(C(=O)c2cc(C)on2)C1 (centres undefined)	i	i	-1.5	i	2.8	i	i	i	i	i	-8.7
CN1N=C(C(C)(C)C)CSC1=Nc1ccccc1	i	i	3.7	i	0.8	i	i	i	i	i	-0.4

The list continues:
Molecule	TRPC6 act	TRPC4 inh	SKKanGAS inh	MrgX1 PAM	HIF activator	RGS4 act	MrgX1 antag	MrgX1 ag	RGS4 block	TRPC6 inh	Platelet DG rel
CSc1ncccc1C(=O)OCc1ccc(C#N)cc1	i	i	-0.4	i	-0.1	i	i	i	i	i	-1.1
CC(C(=O)N(C)C1CCCCC1)N1CCC(C(N)=O)CC1 (centres undefined)	i	i	-0.1	i	-0.5	i	i	i	i	i	7.4
CC(=O)Oc1c(Br)cc(N(C(C)=O)S(=O)(=O)c2ccccc2)c2ccccc12	i	i	18.6	i	-1.3	i	i	i	i	i	-11.0
CCCCn1c(N)c(N(CCOC)C(=O)COC(=O)C(C)(C)Oc2ccc(Cl)cc2)c(=O)[nH]c1=O	i	i	1.4	i	-0.7	i	i	i	i	i	-5.3

Screening results deposited in PubChem by several laboratories.
